A-T KAP1 phos: potential ataxia-telangiectasia treatments restoring KAP-1 phosphorylation. […] A-T fibroblasts, KAP-1 phosphorylation AlphaLISA; neocarzinostatin DNA damage 30 min before lysis. Potency, µM (highest dose often 57.5 µM), for the others: at the top dose activation, hits mostly activators. 320,000 tested, 0.19% active; further: potency means the concentration at half of the fitted maximal effect; % of control where 0% means no effect; nearly all actives have a fitted effect of over 45% in size
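hTERT-immortalized A-T patient fibroblasts ([…]), 500 cells/well in OPTI-MEM, 1% FBS, got compounds for 60 min, then NCS for 30 min at 37C. Lysates were then assayed for phospho-KAP-1 by AlphaLISA (anti-pKAP1 donor, anti-KAP1 acceptor beads), 6 hr at 25C.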
Mito fusion yeast: inhibitors of mitochondrial division or activators of mitochondrial fusion | S. cerevisiae fusion-defective mutant growth rescue, CellTiterGlo 48 h | Potency, µM (highest dose often 46.1 µM), without a hit: at the top dose growth rescue (activation), actives largely listed as activators | 320,000 tested, 0.23% active | AID 485298;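 further: potency means the concentration at half of the fitted maximal effect; % of control where 0% means no effect; nearly all actives have a fitted effect of over 45% in size; temperature-sensitive fusion mutants such as fzo1-1 at 37 °C on non-fermentable ethanol glycerol medium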
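Temperature-sensitive fusion-defective S. cerevisiae (e.g. fzo1-1, mgm1-5) were grown with compound in YPEG medium (3% ethanol, 3% glycerol) for 48 hours at 37C. Growth rescue was measured as viability by CellTiterGlo luminescence after 10 minutes at ambient.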
TSHR antag: blocks TSH signaling through the human TSH receptor | activity change, negative = inhibition, % at 11.5 µM | TSHR-expressing cells, TSH-stimulated cAMP HTRF, 2 h; hits give low values | 330,000 tested, 0.2% active;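 active means activity change below a set negative limit, meaning inhibition stronger than a set level, cut at about -70% in these data; inconclusive means activity change between two set negative limits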; further: on the % scale 0 is the no-effect control and ±100 the full control effect
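Freshly harvested TSHR cells receive pin-tooled compound, then EC80 TSH at 4nM final. After 2 hours at 37 deg C, antibody in lysis buffer and cAMP-d2 are added; 30 minutes at ambient temperature precede the HTRF read.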
KCNH2 3.1 block: blocks the human KCNH2 3.1 channel isoform | U2OS KCNH2 3.1, thallium flux FluxOr; hits give low values | activity change, % (tested at about 1.8 µM) | 340,000 tested, 0.95% active | AID 720553;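 active means maximum activity change below -70%; inconclusive means maximum activity change from -70% to -50%; inactive means maximum activity change above -50%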;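 further: thallium influx rate constant from kinetic fluorescence after stimulation buffer; on the % scale 0 is the no-effect control and ±100 the full control effect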
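Normalized rate constant (relative to positive and negative DMSO controls) derived from a 2 min kinetic fluorescence read after stimulation; U2OS cells expressing the 3.1 isoform via virus at 1.77 x 10^8 /mL.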
hERG WT inh: blocks the wildtype human KCNH2 potassium channel | U2OS, BacMam KCNH2, thallium flux FluxOr; hits give low values | activity change, % at 1.84 µM | 340,000 tested, 0.37% active | AID 720551;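 active means maximum activity change below -70%; inconclusive means maximum activity change between -70% and -50%; inactive means maximum activity change above -50%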; further: on the % scale 0 is the no-effect control and ±100 the full control effect
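U2OS cells were transduced with wild-type KCNH2 virus (2.03 x 10^8 / mL) for 4 h at room temperature, then cultured overnight at 37 C. Thallium flux was read with FluxOr dye. Rate constants were normalized to DMSO controls.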
TRPV1 agonist: human TRPV1 agonism; Q8NER1; TRPV1-expressing cells, Fluo-8 calcium influx, agonist mode; activation, % at 8.33 µM; 320,000 tested, 0.19% active; in the data active means activation above about 80%; inconclusive means between about 30% and that limit; further: 0% is about no effect
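Cells expressing TRPV1 were dye-loaded with Fluo-8 and read kinetically: 10 s baseline, 3 min after compound (agonist portion), then 2 min after EC20 capsaicin (allosteric enhancer portion). Calcium-bound dye fluorescence at 480/520 nm.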
TCR activator: T cell receptor activation; primary human leukocytes, anti-CD3, IL-2 HTRF, 48 h; Potency, µM (doses to about 9.22 µM), for inactives: top-dose activation of IL-2 secretion, most hits filed as activators; 330,000 tested, under 10 active; AID 504894; further: % of control where 0% means no effect
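Primary human leukocytes receive a-CD3 beads and test compound and are incubated 48 hr. Secreted IL-2 is then assayed by HTRF, measuring 665nm acceptor emission after 320nm excitation of the europium donor.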
USP2a block: blocks human ubiquitin-specific protease USP2a; Potency, µM (highest dose often 38.3 µM), for the others: top-dose activity change, negative = inhibition, actives largely listed as inhibitors; O75604; 330,000 tested, 0.01% active; USP2 core, Ub-CHOP2 coupled fluorogenic reporter, 485/531;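 further: potency means the concentration at half of the fitted maximal effect; plate controls were DMSO wells for no effect and full inhibition by NEM control for full effect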
Target sequence (O75604 whole entry, looked up): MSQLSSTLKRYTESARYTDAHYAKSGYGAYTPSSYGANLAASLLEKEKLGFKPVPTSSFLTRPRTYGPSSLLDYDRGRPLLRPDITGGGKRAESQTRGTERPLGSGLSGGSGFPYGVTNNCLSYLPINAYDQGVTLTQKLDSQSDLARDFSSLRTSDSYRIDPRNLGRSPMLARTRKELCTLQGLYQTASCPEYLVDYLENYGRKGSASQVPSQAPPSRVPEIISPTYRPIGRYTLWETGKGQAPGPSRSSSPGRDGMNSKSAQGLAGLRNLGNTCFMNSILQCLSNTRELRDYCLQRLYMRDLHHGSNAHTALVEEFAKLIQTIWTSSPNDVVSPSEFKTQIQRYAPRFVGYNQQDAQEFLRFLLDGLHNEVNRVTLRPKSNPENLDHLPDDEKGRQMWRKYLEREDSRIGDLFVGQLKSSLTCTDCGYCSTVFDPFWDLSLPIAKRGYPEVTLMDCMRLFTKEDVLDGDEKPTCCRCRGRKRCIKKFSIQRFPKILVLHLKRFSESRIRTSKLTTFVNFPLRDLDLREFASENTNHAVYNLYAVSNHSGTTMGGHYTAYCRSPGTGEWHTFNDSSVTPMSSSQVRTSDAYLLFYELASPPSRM
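Deubiquitinase activity read as fluorescence (485/531 nm) after Ub-CHOP2 cleavage activates the enterokinase reporter on its substrate; USP2 core 10nM, Ub-CHOP2 and substrate 25nM each, 30min compound preincubation then 60min RT; data normalized to NEM, curves fitted.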
ELG1 DNA repair: blocks ELG1-dependent DNA repair in HEK293T cells; HEK293T ELG1-luciferase reporter, luminescence, 16 h; DNA damage induced by 5-fluorouridine; Potency, µM (series often up to 46.1 µM), without a hit: at the highest dose activity change, negative = inhibition, actives largely listed as inhibitors; 330,000 tested, 2.3% active; AID 504467; further: potency means the concentration at half of the fitted maximal effect; on the % scale 0 is the no-effect control and ±100 the full control effect; nearly all actives have a fitted effect of over 55% in size
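HEK293T cells expressing luciferase-tagged ELG1 (2,000/well) received 5-Fluorouridine plus compound or DMSO for 16 hr at 37 °C. Luciferase was read by ONE-Glo luminescence after 30 min at room temperature.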
Eya2 phos inh: Eya2 (human) phosphatase inhibition | Potency, µM (series often up to 76.9 µM), for inactives: at the highest dose activity, negative = inhibition, actives largely listed as inhibitors | 330,000 tested, 0.006% active | recombinant Eya2, OMFP fluorescence dephosphorylation (OMFP is methylfluorescein phosphate); further: potency means the concentration at half of the fitted maximal effect; on the % scale 0 is the no-effect control and ±100 the full control effect
Target sequence (O00167 whole entry, looked up): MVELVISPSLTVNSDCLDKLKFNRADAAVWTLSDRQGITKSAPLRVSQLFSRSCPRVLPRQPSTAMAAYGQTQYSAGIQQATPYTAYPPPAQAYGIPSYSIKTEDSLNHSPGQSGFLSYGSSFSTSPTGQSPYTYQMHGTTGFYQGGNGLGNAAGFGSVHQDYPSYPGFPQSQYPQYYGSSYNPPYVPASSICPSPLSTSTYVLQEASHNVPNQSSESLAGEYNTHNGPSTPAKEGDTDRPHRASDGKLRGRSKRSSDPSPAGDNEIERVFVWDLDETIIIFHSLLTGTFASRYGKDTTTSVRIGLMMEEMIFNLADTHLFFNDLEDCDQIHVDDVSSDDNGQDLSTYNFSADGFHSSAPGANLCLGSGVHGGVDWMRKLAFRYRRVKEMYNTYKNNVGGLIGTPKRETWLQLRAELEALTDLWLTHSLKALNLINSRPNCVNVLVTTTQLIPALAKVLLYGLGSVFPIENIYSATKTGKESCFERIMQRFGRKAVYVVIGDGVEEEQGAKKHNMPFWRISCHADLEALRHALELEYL
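Eya2 protein (added as 0.2 uM solution) was preincubated with compound for 10 min at ambient temperature in 50 mM HEPES pH 7.5, 50 mM NaCl, 5 uM MgCl2, 0.05% BSA, 1 mM DTT. OMFP (added at 50 uM) then reacted 10 min; fluorescence read at 485/525 nm.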
* marks the source's active call; other numbers are inactive results; ? = inconclusive; / = not tested or not shown; [ ] = remark or other dose. Unless noted, the call rests on the fitted dose curve; in most records, active means well fitted curve in the direction sought with a large enough effect; inconclusive means small, poorly fitted or top-dose-only effect, or another doubt; inactive means no such curve, though single readings can be large; an effect the other way counts as inactive or inconclusive.

SMILES	A-T KAP1 phos	Mito fusion yeast	TSHR antag	KCNH2 3.1 block	hERG WT inh	TRPV1 agonist	TCR activator	USP2a block	ELG1 DNA repair	Eya2 phos inh
COc1ccc2nc(NC(=O)c3cc(S(=O)(=O)N4CCOCC4)ccc3C)sc2c1	1%	4%	0	-13	2	18	-1%	6%	?	9%
CCCn1ncc(CN2CCC(n3nccc3NC(=O)c3ccccc3OC)CC2)c1C	5%	1%	6	-95*	?	0	-5%	0%	6%	-6%
Cc1cnc(C(=O)OCC(=O)NC(C)c2ccccc2)cn1 (stereo not drawn)	0%	/	9	6	-10	/	2%	-2%	0%	-2%
CCN(CC(=O)NC1CCS(=O)(=O)C1)C(=O)/C=C/c1cccs1 (stereo not drawn)	24%	0%	-5	31	/	-5	0%	1%	9%	-8%
CC1=NN(C(=O)c2ccc(C)cc2)C(O)(C(F)(F)OC(F)(F)F)C1 (stereo not drawn)	3%	-2%	1	-6	-7	/	-2%	2%	-2%	-1%
O=C1NC(c2ccccc2)C(C(=O)c2cccs2)=C1O (stereo not drawn)	13%	1%	10	-14	7	3	-10%	0%	11%	-22%
O=C(NCc1ccco1)c1sc2cccc(F)c2c1Cl	21%	-3%	18	-7	-25	0	4%	1%	?	9%
Cc1ccc(OCC(=O)Nc2ccc3c(c2)C(=O)NC3=O)c(C)c1	14%	2%	-2	-7	8	4	2%	5%	-8%	-3%
CCOC(=O)c1sc(NC(=O)C2CCCO2)c(C(=O)OCC)c1C (stereo not drawn)	6%	7%	17	/	/	1	/	-1%	-10%	13%
CCOC(=O)N1CCN(C2OC(=O)c3ccccc32)CC1 (stereo not drawn)	-3%	-2%	1	-1	5	2	5%	0%	10%	0%
CC(C)c1ccc(S(=O)(=O)N2CCN(CC(=O)Nc3ccc4c(c3)OCO4)CC2)cc1	-2%	0%	-17	-27	3	0	1%	-1%	?	-28%
CCOC(=O)C1=C(COC(=O)/C=C/c2cccc(F)c2)NC(=O)NC1C (stereo not drawn)	-15%	/	10	32	5	/	-1%	1%	-7%	5%
CCN(CC)c1ccc(NC(=O)COc2ccc(-n3cnnn3)cc2)cc1	-4%	/	1	18	2	/	-1%	1%	2%	1%
CCC(=O)N1CCN=C1SCc1ccccc1Cl	12%	2%	-6	-6	-7	3	-6%	3%	5%	-4%
N#CC1=C(S)N(c2ccccc2)C2(CCCCC2)NC1=O	0%	-4%	24	-12	2	3	1%[46.1 µM]	4%	?	1%
Cc1ccc(-c2cc3nc(-c4ccccc4)cc(N4CCC5(CC4)OCCO5)n3n2)cc1	36%	?	-9	-18	-1	0	-5%[46.1 µM]	-1%	-30%	3%
CCOC(=O)c1c(CN2CCN(C)CC2)oc2ccc(O)cc12	0%	-2%	14	-1	2	-2	2%	-1%	?	2%
CNc1cc(N2CCCCCC2)ccc1[N+](=O)[O-]	-6%	-16%	/	-4	-2	7	1%	0%	5%	-21%
COc1ccc2c(CC(=O)N3CCN(S(=O)(=O)c4ccc(F)cc4)CC3)coc2c1	3%	2%	9	11	-20	?	12%	0%	2%	0%
O=C(Nc1ccccc1C(=O)Nc1ccccc1)c1ccccc1F	-2%	-12%	9	-6	-4	?	1%	4%	2%	2%
CN(c1ccc(F)cc1)S(=O)(=O)c1ccc(Cl)c(C(=O)Nc2ccncc2)c1	-5%	6%	4	4	-15	?	4%	4%	12µM*	-10%
CN(C)C(=O)N1CCN(C(=O)c2ccco2)CC1	1%	-10%	-5	8	-7	0	6%	0%	30%	-30%
O=C(O)c1cccc(Nc2nc(-c3ccc([N+](=O)[O-])cc3)nc3ccccc23)c1	29%	2%	2	1	14	1	4%	2%	2%	-19%
N#CC12CCCCC1CC1CCCCC1(C#N)N2CCO (stereo not drawn)	0%	3%	1	-6	-7	3	-4%	2%	-28%	12%
Cc1ccc(NC(=O)CN(C)Cc2c(O)ccc3ccccc23)cc1	4%	2%	-8	?	-15	?	0%	1%	2%	-5%
O=C(Nc1ccc2c(c1)OCCO2)C1CCCN1C(=O)Nc1ccc(F)cc1 (stereo not drawn)	-3%	5%	7	-9	-3	-5	6%	0%	19%	6%
C/C(=C\c1ccccc1)C(=O)Nc1nccs1	-4%	?	-7	27	-3	19	1%	4%	?	-3%
CCn1c2ccccc2c2cc(NC(=O)CC(C)=O)ccc21	3%	10%	0	11	3	4	2%[46.1 µM]	3%	-2%	-2%
CCCCC1CCC(C(=O)NCc2ccc3c(c2)OCO3)CC1 (stereo not drawn)	/	2%	-3	5	5	6	-6%	-2%	0%	0%
COc1ccc2c(CC(=O)NCc3ccc4c(c3)OCO4)coc2c1	-4%	3%	-3	17	-9	?	-3%	-1%	13%	5%

Structures listed so far with a cyano group, in the order listed:
SMILES	A-T KAP1 phos	Mito fusion yeast	TSHR antag	KCNH2 3.1 block	hERG WT inh	TRPV1 agonist	TCR activator	USP2a block	ELG1 DNA repair	Eya2 phos inh
N#CC1=C(S)N(c2ccccc2)C2(CCCCC2)NC1=O	0%	-4%	24	-12	2	3	1%[46.1 µM]	4%	?	1%
N#CC12CCCCC1CC1CCCCC1(C#N)N2CCO (stereo not drawn)	0%	3%	1	-6	-7	3	-4%	2%	-28%	12%

Further entries follow.
SMILES	A-T KAP1 phos	Mito fusion yeast	TSHR antag	KCNH2 3.1 block	hERG WT inh	TRPV1 agonist	TCR activator	USP2a block	ELG1 DNA repair	Eya2 phos inh
COCCNC(=O)c1ccccc1NC(=O)c1ccccc1N(C)S(=O)(=O)c1ccc(C)cc1	/	-1%	/	2	-2	5	0%	/	/	/
CCN(CC)CCNC(=O)C(=O)Nc1ccc(C(=O)OC)cc1	0%	0%	-5	9	0	3	-4%	-1%	17%	-16%
O=C(CCc1nnc2ccc(NCc3ccccc3Cl)nn12)NCC1CCN(C2CCCC2)C1 (stereo not drawn)	9%	-6%	2	-10	-1	-1	-4%	2%	8%	-5%
COc1ccc(/C=N\NC(=O)c2cccc([N+](=O)[O-])c2)cc1Cn1cc([N+](=O)[O-])cn1	0%	6%	-3	/	/	1	/	0%	15µM*	-10%
COc1ccccc1/C=C/C=N/n1c(COc2ccccc2)n[nH]c1=S	-6%	-7%	20	-5	-7	11	0%	1%	8%	-22%
CN(C)S(=O)(=O)c1cccc(NC(=O)COC(=O)c2cn(-c3ccccc3)nc2-c2ccccc2)c1	12%	15%	-7	-22	1	2	0%[46.1 µM]	-10%	?	-1%
CCN1CCN(CCCNC(=O)Cn2nc(C)n3nc(-c4ccccc4)cc3c2=O)CC1	-8%	5%	-7	-6	-4	2	8%	-3%	?	14%
COc1ccc(/C=N/Nc2nc(N3CCCCC3)nc(N3CCCCC3)n2)cc1[N+](=O)[O-]	1%	8%	17	-25	4	1	-7%[46.1 µM]	1%	?	-2%
Cc1ccc(NCc2nnc(SCC(=O)Nc3ncc(C)s3)n2CC2CCCO2)c(C)c1 (stereo not drawn)	-16%	0%	7	-2	-8	1	-3%	-3%	?	9%
C[C@H](CO)N1C[C@H](C)[C@@H](CN(C)C(=O)Nc2ccc(C(F)(F)F)cc2)Oc2c(NC(=O)Nc3ccccc3)cccc2C1=O	0%	/	-2	-28	3	/	0%	-9%	0.52µM*	-2%
CC(=O)c1ccc(S(=O)(=O)Nc2cccc(-c3cn4c(n3)SCC4)c2)cc1	0%	-6%	-14	12	12	-3	7%	0%	?	11%
O=C(CNC(=O)c1nc[nH]c1C(=O)N1CCNCC1)OCc1ccccc1	-4%	3%	-7	5	6	-4	6%	2%	19%	15%
COc1ccc(CCNC(=O)CSc2nc(O)c(C(C)C)c(=O)[nH]2)cc1OC	3%	-4%	-6	6	-8	0	2%[46.1 µM]	4%	-3%	-15%
CCOc1ccc(NS(=O)(=O)c2cc(C(=O)N3CCCC3)ccc2Cl)cc1	4%	6%	-15	-5	3	0	1%	1%	0%	-34%
CCN(Cc1ccccc1)S(=O)(=O)c1cc(C(=O)NCCCN(C)C)ccc1OC	22%	2%	1	7	3	0	1%	-5%	17%	-3%
COc1ccc(CCNC2=C(Cl)C(=O)N(Cc3ccccc3)C2=O)cc1OC	18%	0%	-16	/	35	7	-5%	0%	0%	-4%
Cc1sc2nc(SCC(=O)N(CCO)CCO)n(C3CCCCC3)c(=O)c2c1C	15%	-1%	-14	1	11	24	-2%	2%	-14%	-2%[15.4 µM]
COc1ccccc1C(=O)Nc1nc(-c2cccs2)c(NC(C)=O)s1	-4%	0%	-3	-2	-4	1	/	2%	?	-27%
COc1ccc(-c2noc(N3CCC(C(=O)NC(C)c4ccccc4)CC3)n2)cc1 (stereo not drawn)	11%	-12%	-6	-17	9	0	1%	-1%	13µM*	-7%
Cc1ccc(-n2c(C)cc(C(=O)CN3CCOCC3)c2C)cc1C	1%	1%	12	-7	/	16	-2%	0%	?	-3%
O=C1OCCN1C(=O)[C@H]1[C@H](c2ccccc2)C(c2ccc(F)cc2)=NN1c1ccccc1	18%	/	83	-15	0	/	-7%[46.1 µM]	1%	-20%	3%

Compound activity as filed in PubChem.

Some of the compounds tested; rates above refer to the full screens.
